AHR act: AHR activators, primary screen, cell-based, luminescence, luciferase reporter, human | Aryl hydrocarbon receptor (Homo sapiens), P35869 | AHR-responsive luciferase reporter cells | activation, % at 5 µM | 320,000 tested, 2.5% active; in the data active means activation above about 47%;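 further: 0% = vehicle wells and 100% = reference agonist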
procasp3 activ: activators of human procaspase-3 D3A mutant, primary screen, biochemical, absorbance, PC-3 D3A mutant, single concentration; Caspase-3 (Homo sapiens), P42574; recombinant procaspase-3 D3A, Ac-DEVD-pNA absorbance 405 nm; activation, % at 8.5 µM; 330,000 tested, 0.11% active; AID 463141, 2010;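 active means activation above the mean of all tested compounds plus 3 SD, cut at about 21% in these data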;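 further: 0% = DMSO alone and 100% = DMSO wells spiked with extra 5 µM PC-3 D3A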
Target sequence (P42574 whole entry D9A/D28A/D175A): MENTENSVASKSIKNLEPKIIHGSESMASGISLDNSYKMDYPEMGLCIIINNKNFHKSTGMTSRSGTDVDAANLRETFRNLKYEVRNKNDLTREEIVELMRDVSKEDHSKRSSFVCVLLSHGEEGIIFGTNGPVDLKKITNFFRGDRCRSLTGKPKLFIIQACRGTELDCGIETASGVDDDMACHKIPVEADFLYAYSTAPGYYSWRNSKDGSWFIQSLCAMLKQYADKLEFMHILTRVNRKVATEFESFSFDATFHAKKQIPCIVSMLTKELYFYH
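Compound: 8.5 µM single point, 0.8% DMSO / Material: Autoprocessing-dead procaspase-3 D3A mutant enzyme / Timing: 1 h preincubation plus 2 h reaction at 25 °C / Medium: Zinc-free HEPES/NaCl buffer with 0.01% Triton X-100 at pH 7.4 / Technique: 405 nm absorbance of p-nitroaniline, reads at 0 and 120 min / Repeats: one well per compound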
LAP4 TOR yeast: modulators of LAP4-GFP expression in yeast, primary screen, S. cerevisiae, multiplex flow cytometry, MLPCN library; 3 h; median GFP as percent of DMSO wells; 320,000 tested, 0.34% active; GFP response vs DMSO, % at 10 µM; AID 2023, 2009;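 active means GFP response vs DMSO above a set limit, about the screen mean plus 3 SD, cut at about 150% in these data; inconclusive means under 70 cell events counted for the yeast strain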
JMJD2C inh: inhibitors of GASC-1 histone demethylase, primary screen, biochemical, fluorescence, DELFIA europium; Lysine-specific demethylase 4C (Homo sapiens), Q9H3R0; GST-JMJD2C(1-420) H3K9me3 demethylation; inhibition, % at 2.35 µM; 330,000 tested, 0.069% active; AID 2099, 2009;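 active means more than half of a compound's replicate wells show inhibition beyond 50%, single wells judged on their own value; inconclusive means some, but no more than half, of replicates pass 50% inhibition; inactive means no replicate passes 50% inhibition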;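 further: signal counts dimethyl H3K9 product captured on neutravidin plate; 0% = median of DMSO wells and 100% = 0.3 times that DMSO median; strong numbers were not always called active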
Target sequence (Q9H3R0 1-420 limits assumed): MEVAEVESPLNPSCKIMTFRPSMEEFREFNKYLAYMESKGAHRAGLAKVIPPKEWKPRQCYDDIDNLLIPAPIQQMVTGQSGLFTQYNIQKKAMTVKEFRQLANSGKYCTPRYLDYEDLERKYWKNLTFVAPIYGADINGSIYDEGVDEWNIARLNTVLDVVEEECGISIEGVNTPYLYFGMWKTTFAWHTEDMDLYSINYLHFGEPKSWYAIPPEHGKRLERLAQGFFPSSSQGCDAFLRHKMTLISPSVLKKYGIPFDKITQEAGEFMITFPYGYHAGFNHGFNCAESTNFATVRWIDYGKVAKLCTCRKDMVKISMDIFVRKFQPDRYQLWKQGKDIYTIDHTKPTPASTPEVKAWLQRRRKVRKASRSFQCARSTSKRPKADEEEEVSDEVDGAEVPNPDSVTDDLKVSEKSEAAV
RPL19A TOR yeast: RPL19A-GFP expression modulators in yeast, primary screen, cell-based, S. cerevisiae, multiplex flow cytometry, MLPCN | 330,000 tested, 0.3% active | percent response vs DMSO, % at 10 µM | S. cerevisiae RPL19A-GFP strain, 3 h; stronger effect = lower value;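 active means percent response vs DMSO below 50%; inconclusive means fewer than 70 events counted for the yeast strain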;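 further: median channel GFP fluorescence of the barcoded RPL19A-GFP strain; ratio of sample median GFP to plate DMSO average so 100% = DMSO; lower means less RPL19A-GFP as with rapamycin TOR inhibition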
proCasp7 act: procaspase-7 activators, primary screen, counter-screen for procaspase-3 activator project, biochemical, absorbance, HTS, human. recombinant procaspase-7, Ac-DEVD-pNA absorbance 405 nm; D23A/D198A/D206A triple mutant, cannot self-cleave; scale: DMSO 0, 5 µM enzyme 100. activation, % at 8.5 µM. AID 463210, 2010. 330,000 tested, 0.093% active. Caspase-7 (Homo sapiens), P55210;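 active means percent activation above the screen-wide mean plus 3 SD, cut at about 25% in these data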
Target sequence (P55210 whole entry D23A/D198A/D206A): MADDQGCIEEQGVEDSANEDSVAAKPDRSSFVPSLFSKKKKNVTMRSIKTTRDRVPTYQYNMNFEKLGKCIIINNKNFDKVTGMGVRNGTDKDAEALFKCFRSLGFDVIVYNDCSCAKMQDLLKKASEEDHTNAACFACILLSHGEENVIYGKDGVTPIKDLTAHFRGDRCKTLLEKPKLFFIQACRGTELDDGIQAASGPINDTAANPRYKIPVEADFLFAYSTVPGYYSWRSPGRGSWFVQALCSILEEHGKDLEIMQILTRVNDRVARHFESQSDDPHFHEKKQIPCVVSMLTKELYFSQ
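System: Procaspase-7 triple mutant (PC-7 D3A); measure: % activation from two-timepoint absorbance difference, scaled to controls; times: 1 h compound preincubation, 2 h substrate cleavage, 25 °C; also added: Ac-DEVD-pNA substrate, 400 µM as added; measured by: Epi-absorbance of released pNA at 405 nm, two timepoints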
Yeast superoxide: reduction of superoxide in aged yeast, primary screen, HTS; S. cerevisiae aged cells, superoxide DHE fluorescence; stronger effect = lower value; superoxide response (% of plate mean), % at 10 µM; 330,000 tested, 0.18% active; AID 2690, 2010;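 active means superoxide response under a set limit, about three screen SD below normal, cut at about 65% in these data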;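 further: yeast aged for seven days with compound at 30 °C before DHE staining; 100% = average MFI of all compound-treated wells on the plate with controls excluded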
MEP2-GFP yeast: modulators of MEP2-GFP levels in yeast, primary screen, S. cerevisiae, multiplex flow cytometry, MLPCN library; S. cerevisiae MEP2-GFP strain, 3 h; 100% = DMSO control level; GFP response vs DMSO, % at 10 µM; 330,000 tested, 0.51% active; AID 2016, 2009;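 active means GFP response versus DMSO above a set limit, roughly screen mean plus 3 SD, cut at about 180% in these data; inconclusive means fewer than 70 cells counted for a yeast strain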;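 further: median GFP fluorescence of the barcode-gated MEP2-GFP cells per well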
Starred values were filed as active, the others as inactive; u = inconclusive; x = no result given; & = joins results of further samples; [ ] = another dose, or the depositor's remark.

SMILES	AHR act	procasp3 activ	LAP4 TOR yeast	JMJD2C inh	RPL19A TOR yeast	proCasp7 act	Yeast superoxide	MEP2-GFP yeast
CC(=O)N1CCOc2ccc(S(=O)(=O)N3CCCCC3)cc21	3	8	88	-2	101	-6	79	112
CCN(Cc1cnn(C)c1)C(=O)CC1C(=O)NCCN1Cc1cccc(OC)c1OC (centres undefined)	4	0	93	13	104	-2	87	104
C#CCCOC(=O)N1C2=NC(C(=O)OC)=C(C(=O)OC)[C@@H]3N(C)c4ccc(OC)cc4[C@]23C[C@H]1C(=O)OC	-1	0	133	4	97	-3	101	89
CCCN1CCC(NC(=O)C2CCN(C(C)=O)CC2)CC1	0	4	96	-16	103	-10	83	106
Cc1cccc2c1N(CCOc1ccccc1Cl)C(=O)C2=O	2	7	89	8	96	-3	103	94
O=C(CCSCCc1ccccn1)Nc1cc(F)ccc1F	7	1	x	3	x	5	109	x
CCC(c1nnc(SCC(=O)NCC2CCCO2)n1Cc1ccccc1)N(C)C (centres undefined)	-1	2	93	-2	95	0	90	99
COCCCNC(=O)c1cc(OC)c(OC)c(OC)c1	2	-8	93	5	101	-5	91	96
CC(C)C(NC(=O)Cc1ccccc1[N+](=O)[O-])C(C)C	17	6	101	2	106	2	91	95
O=C(O)CCC(NC(=O)C1CCCN1C(=O)OCc1ccccc1)C(=O)O (centres undefined)	1	-7	100	14	101	-10	106	95
O=C(O)c1cc(N/N=C/c2c[nH]c3ccccc23)ccc1Cl	58*	4	100	-9	100	-10	107	102
CC1CCN(C(=O)Cn2cc(C(F)(F)F)ccc2=O)c2ccccc2S1 (centres undefined)	6	11	105	1	100	12	91	103
COc1cccc2sc(Nc3nc(-c4ccncc4)cs3)nc12	64*	1	121	12	94	5	114	105
COC(=O)c1ccc(NC(=O)CN2CCN(S(=O)(=O)c3ccc(Br)cc3)CC2)cc1	3	1	99	9	103	1	134	108
CCCCOc1ccc(NC(=O)CSCC(=O)OCC)cc1	-1	0	101	-2	98	-6	105	106
c1ccc(CCCNCC2COc3ccccc3O2)cc1 (centres undefined)	3	6	102	0	107	6	105	110
CNC(C)c1ccc(S(N)(=O)=O)cc1 (centres undefined)	-1	5	98	4	102	-4	87	98
COc1cc(SC)ccc1C(=O)Nc1c(Cl)cncc1Cl	-2	5	99	-16	93	-4	96	100
COc1ccc(C2C(CN3CCOCC3)C(=O)N2c2ccccc2)cc1 (centres undefined)	0	-9	95	11	100	4	109	100
Cc1ccc(N2C(=O)[C@@H]3[C@H](C2=O)C2CCCN2[C@@H]3C(=O)c2ccccc2)cc1 (some centres undefined)	12	-1	95	-22	96	9	100	96
CC(=O)[C@H]1CC[C@H]2[C@@H]3CCC4=CC(=O)CC[C@]4(C)[C@H]3CC[C@]12C	-5&0	4&4	105&103	-2&-8	102&99	1&-5	106&103	91&91
Cc1ccc(-n2c(C)cc(C)c(C#N)c2=O)cc1C	-3	1	93	-3	102	1	62*	102
Cc1c2cnn(CC(=O)Nc3c(F)c(F)cc(F)c3F)c(=O)c2c(C)n1Cc1ccc(F)cc1	-1	10	101	7	98	5	119	99
CSc1nncc(/C(C)=N\Nc2ccccc2C)n1	14	0	100	2	103	2	92	103
CC1CC(N(C(=O)c2ccc(Cl)cc2)c2ccccc2)c2ccccc2N1C(=O)c1ccco1 (centres undefined)	4	3	101	6	100	-9	117	102
COc1ccc(CC(=O)N2N=C(C)CC2(O)C(F)(F)F)cc1 (centres undefined)	2	-2	92	4	99	-1	100	91
C/C(=N\Nc1ccc(C(=O)O)cc1)c1ccc(S(=O)(=O)NCc2ccco2)cc1	0	-10	97	26	105	-3	92	114
COc1ccc(-c2csc(NC(=O)CSc3nnc(Nc4ccccc4C)s3)n2)cc1	19	-1	98	-11	95	3	95	97
O=C(O)Cc1ccc(Nc2cnn(C34CC5CC(CC(CC(=O)O)(C5)C3)C4)c(=O)c2Cl)cc1	-2	-9	98	1	99	1	118	100
COc1ccc(C2C(C#N)=C(N)Oc3cccc(O)c32)cc1 (centres undefined)	4	-9	86	-7	107	-2	101	110
CN(CCCNC(=O)CSc1cc(=O)n(C)c2ccc(Cl)cc12)Cc1ccccc1	13	-12	95	38	92	0	97	104
COc1cccc(CNC(=O)CCNS(=O)(=O)c2cccs2)c1	-3	-6	100	-1	97	-8	96	98
CC1CCc2sc(C(=O)N/N=C/c3ccc([N+](=O)[O-])cc3)cc2C1 (centres undefined)	65*	8	109	6	90	-1	99	92
O=C1N(CN2CCOCC2)c2ccccc2C12OCC(CCl)O2 (centres undefined)	11	3	82	-2	102	3	108	103
CC(C)CCNC(=O)C(NS(=O)(=O)c1ccc2c(c1)c(=O)n(C)c(=O)n2C)c1ccccc1 (centres undefined)	-3	-1	104	-3	103	-7	100	116
Clc1ccccc1CSc1nnc([C@@H]2CCCN2)o1	1	-4	102	-1	91	3	90	93
CCN(CC)C(=O)CSc1nnc([C@@H](NC(=O)OC(C)(C)C)C(C)C)o1	-3	-3	92	-2	97	2	103	93
O=C(c1oc2ccccc2c1CSCc1ccccc1)N1CCN(c2ncccn2)CC1	4	8	102	4	94	9	91	96
O=[N+]([O-])c1ccccc1S(=O)(=O)Nc1cccc(S(=O)(=O)N2CCCC2)c1	-1	-4	104	4	107	-8	106	100
COc1ccc(N=C2S/C(=C\c3ccco3)C(=O)N2CC(C)C)cc1	-1	1	104	14	106	5	92	102
O=C(CN1CC(c2ccccc2)CC1=O)OCc1cccc(Br)c1 (centres undefined)	1	5	105	-2	105	9	90	117
COc1ccc(-c2ccc([C@H]3[C@H]4C=CC[C@@H](C)[C@@H]4C(=O)N3Cc3ccccc3)c(F)c2)cc1C	3	0	92	-6	100	-3	97	101
O=C(NC1CCN(Cc2ccccc2)CC1)c1cccc(Br)c1	7	0	101	-1	104	-2	107	105
Cc1ccc(OC(=O)CCC(=O)Nc2ccc(S(=O)(=O)Nc3cc(C)on3)cc2)cc1	-1	4	97	-1	96	2	97	95
O=C(NCCNC(=O)C(F)(F)F)c1ccncc1	-1	-4	97	10	99	4	110	99
O=C(c1ccc([N+](=O)[O-])cc1)N(Cc1ccc(Cl)cc1Cl)N1C(=O)CCCC1=O	0	-2	107	24	108	-6	110	105
COc1cccc(C(C(=O)NC2CCCC2)N(Cc2ccc(C)cc2)C(=O)c2ccco2)c1OC (centres undefined)	1	-9	98	12	99	-2	104	104
CC1(C)Cc2c(C#N)c(N)n(-c3ccccc3)c(=S)c2CO1	-3	-13	123	-4	110	9	102	121
Cc1ccc2nc(NC(=O)COC(=O)c3ccc(Br)o3)sc2c1	16	-13	101	-2	90	-10	121	97
CC1(C)CC(NC(=O)c2ccccc2C(=O)NC2CC(C)(C)NC(C)(C)C2)CC(C)(C)N1	-3	-3	100	-6	115	0	82	108

The results go on:
SMILES	AHR act	procasp3 activ	LAP4 TOR yeast	JMJD2C inh	RPL19A TOR yeast	proCasp7 act	Yeast superoxide	MEP2-GFP yeast
Cn1nccc1/C=C(/C#N)S(=O)(=O)c1ccccc1	1	-1	101	11	101	-15	108	97
Cc1nn(C)c(C)c1S(=O)(=O)N(CC(=O)NCCCN1CC(C)CC(C)C1)c1ccc(C(C)C)cc1 (centres undefined)	4	1	103	-6	106	-5	115	104
CCCOc1cccc(C(=O)N2CCN(C(=O)C3CCCO3)CC2)c1 (centres undefined)	4	4	82	-17	96	7	102	88
O=C(NCCc1ccc(Cl)cc1)C1CCCN(S(=O)(=O)N2CCCCCC2)C1 (centres undefined)	1	-2	107	1	99	10	137	104
Cc1ccc(NC2c3ncccc3C(=O)N2Cc2cccs2)cc1C (centres undefined)	3	-6	92	-7	98	0	131	97
CC(C)Cc1nnc(NC(=O)C2CSC3(C)CCC(=O)N23)s1 (centres undefined)	0	-3	105	u	102	3	99	108
CCn1cc(C2=NOC(C(=O)Nc3cccc(C(C)=O)c3)C2)c(C)n1 (centres undefined)	-4	0	97	-3	x	-2	105	99
O=C(N/N=C/c1ccc(-n2ccnc2)cc1)c1cccs1	97*	2	101[may fluoresce green]	4	99[may fluoresce green]	9	91	97[may fluoresce green]
O=C(Cc1ccccc1)NNC1CC(=O)N(c2ccc(Cl)cc2)C1=O (centres undefined)	3	2	102	2	102	0	92	101
CCCCCCCCCC(=O)Nn1cnc2ccccc2c1=O	-2	2	95	-18	102	-4	105	97
CC1CCCCC1NC(=O)c1cn(C)c2ccc(S(=O)(=O)N3CCOCC3)cc2c1=O (centres undefined)	2	0	76	-24	86	-4	84	78
CC(=O)NS(=O)(=O)c1ccc(NC(=O)c2ccc(NC(=O)c3cccs3)cc2)cc1	-1	8	109	2	98	0	75	106
CC1(C)NC(=O)N(CCOCCOc2ccccc2-c2ccccc2)C1=O	19	-1	107	-6	98	5	124	90
Cn1c(C(=O)N2CCCC(C(=O)NCCCc3ccccc3)C2)cc2sccc21 (centres undefined)	2	-4	105	-1	99	3	119	103
CCc1ccccc1NC(=O)N1CCc2ccccc2C1	x	x	80	3	119	x	95	104
CC(C)NC(=O)CSc1c2c(nc3ccccc13)CCCC2	10	-3	92	4	105	8	104	102
CN(CCCOc1ccccc1F)Cc1ccccc1	0	-4	83	2	105	0	98	99
COc1cc(Cl)c(C)cc1NCC(=O)Nc1cccc(S(=O)(=O)N2CCCC2)c1	4	-4	100	x	98	-1	98	97
O=C1CN(CC(=O)NC2CCCc3ccccc32)CCN1 (centres undefined)	-1	6	108	4	106	-8	105	106
CC(N=c1ccccn1C(=O)Nc1cccc(C(F)(F)F)c1)c1ccco1 (centres undefined)	9	10	109	4	98	-2	95	103

Part of the list above, with values under each structure:
Below each compound: AHR act	procasp3 activ	LAP4 TOR yeast	JMJD2C inh	RPL19A TOR yeast	proCasp7 act	Yeast superoxide	MEP2-GFP yeast
> CC1(C)NC(=O)N(CCOCCOc2ccccc2-c2ccccc2)C1=O
 : 19	-1	107	-6	98	5	124	90
> Cn1c(C(=O)N2CCCC(C(=O)NCCCc3ccccc3)C2)cc2sccc21 (centres undefined)
 : 2	-4	105	-1	99	3	119	103
> CCc1ccccc1NC(=O)N1CCc2ccccc2C1
 : x	x	80	3	119	x	95	104
> CC(C)NC(=O)CSc1c2c(nc3ccccc13)CCCC2
 : 10	-3	92	4	105	8	104	102
> CN(CCCOc1ccccc1F)Cc1ccccc1
 : 0	-4	83	2	105	0	98	99
> COc1cc(Cl)c(C)cc1NCC(=O)Nc1cccc(S(=O)(=O)N2CCCC2)c1
 : 4	-4	100	x	98	-1	98	97
